Pol iota inh = blocks human DNA polymerase iota activity; Q9UNA4; Pol iota fluorescent replication assay, 10 min; Potency, µM (top dose mostly 115 µM), for inactives: top-dose activity, negative = inhibition, actives largely listed as inhibitors; 390,000 tested, 1% active; AID 588590; further: potency means the concentration at half of the fitted maximal effect
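Pol iota at 10 nM preincubated 15 min with compounds at room temperature; reaction started with fluorescent substrate, 50 nM final. Fluorescence read kinetically at 0 and 10 min; buffer-only wells as negative control.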
POLK inh = inhibitors of human DNA polymerase kappa; purified Pol kappa, fluorescent DNA synthesis assay, 10 min; Q9UBT6; 400,000 tested, 0.53% active; Potency, µM (top dose mostly 107 µM), without a hit: at the top dose activity, negative = inhibition, hits mostly inhibitors; further: potency means the concentration at half of the fitted maximal effect; on the % scale 0 is the no-effect control and ±100 the full control effect
Target sequence (Q9UBT6 whole entry, looked up): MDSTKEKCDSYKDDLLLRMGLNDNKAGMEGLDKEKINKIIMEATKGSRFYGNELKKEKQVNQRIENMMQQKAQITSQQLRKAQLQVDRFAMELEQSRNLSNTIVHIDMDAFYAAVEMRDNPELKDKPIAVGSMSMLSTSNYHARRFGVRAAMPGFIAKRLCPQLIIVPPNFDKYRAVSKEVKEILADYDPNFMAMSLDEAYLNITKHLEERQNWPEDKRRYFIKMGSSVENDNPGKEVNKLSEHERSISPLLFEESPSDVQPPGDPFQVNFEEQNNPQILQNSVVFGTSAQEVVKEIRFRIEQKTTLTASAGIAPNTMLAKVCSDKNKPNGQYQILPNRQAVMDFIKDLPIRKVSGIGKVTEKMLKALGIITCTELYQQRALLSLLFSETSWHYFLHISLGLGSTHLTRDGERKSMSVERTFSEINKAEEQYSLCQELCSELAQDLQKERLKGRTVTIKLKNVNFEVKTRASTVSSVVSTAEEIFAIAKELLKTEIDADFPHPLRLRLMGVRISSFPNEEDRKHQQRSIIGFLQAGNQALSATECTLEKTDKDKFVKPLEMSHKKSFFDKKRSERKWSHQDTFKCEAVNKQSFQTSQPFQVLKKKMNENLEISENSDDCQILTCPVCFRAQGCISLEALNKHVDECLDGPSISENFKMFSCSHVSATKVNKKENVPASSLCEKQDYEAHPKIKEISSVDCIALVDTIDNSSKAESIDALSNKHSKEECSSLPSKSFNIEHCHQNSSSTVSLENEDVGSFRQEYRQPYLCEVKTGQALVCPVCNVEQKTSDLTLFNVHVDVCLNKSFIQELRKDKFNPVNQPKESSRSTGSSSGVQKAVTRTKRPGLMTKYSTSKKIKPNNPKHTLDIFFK
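Kinetic fluorescence screen: compound preincubated 15 min RT with 10 nM enzyme; 50 nM substrate (final) initiates; reads at 0/10 min.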
Pol beta inh = blocks human DNA polymerase beta activity; P06746; Pol beta primer extension/strand displacement, fluorescence kinetic; Potency, µM (highest dose often 114 µM), without a hit: at the top dose activity change, negative = inhibition, usual class: inhibitors; 340,000 tested, 1.3% active; AID 485314; further: potency means the concentration at half of the fitted maximal effect; on the % scale 0 is the no-effect control and ±100 the full control effect
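Pol beta (10 nM) was preincubated with compound for 15 min at room temperature. The reaction was then started with 50 nM substrate and read immediately and after a further 10 min at room temperature.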
APE1 inh = APE1 (human) endonuclease inhibition; recombinant APE1, TAMRA/BHQ-2 abasic DNA cleavage fluorescence; AID 2517; Potency, µM (doses to about 65.8 µM), for inactives: at the top dose activity change, negative = inhibition, hits mostly inhibitors; 350,000 tested, 0.35% active;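 further: potency means the concentration at half of the fitted maximal effect; plate controls were vehicle for no effect and reference inhibitor for full effect; nearly all actives have a fitted effect of over 55% in size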
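Readout is kinetic fluorescence (ex 525, em 598 nm) from cleavage of 50 nM TAMRA/BHQ-2 THF abasic duplex by 0.75 nM APE1, compound added 15 min beforehand at RT.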
ERG Ets-DNA blk = blocks human ERG Ets domain binding to DNA; P11308; fluorescence polarization, His-ERG Ets domain / labelled DNA; Potency, µM (top dose mostly 76.9 µM), inactives show at the top dose FP activity, negative = inhibition, hits mostly inhibitors; 370,000 tested, 0.028% active; AID 624246; active means well fitted inhibition curve with a large enough effect in the polarisation, with a control signal flat; inconclusive means small, poorly fitted or top-dose-only effect, or effect the other way, or a change in a side signal; inactive means no such curve, though single readings can be large or run the other way; the % refers to the polarisation;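 further: polarization taken with two DNA probes labelled with fluorescein and Texas red; potency means the concentration at half of the fitted maximal effect; % of control where 0% means no effect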
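His-tagged ERG Ets domain (1 uM in the protein solution; 300mM KCl, 50mM Tris-HCl, 1mM EDTA, 1mM DTT, pH 7.5) received compound, then a probe mix of 5 nM fluorescein-DNA and 100nM Texas-615-DNA. Fluorescence polarization was read for both dyes.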
BLM inh = blocks DNA unwinding by human BLM helicase; recombinant BLM DNA unwinding, fluorescence dequenching; Potency, µM (highest dose often 56.1 µM), inactives show at the highest dose activity change, negative = inhibition, usual class: inhibitors; 350,000 tested, 0.2% active;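 further: potency means the concentration at half of the fitted maximal effect; plate controls were vehicle for no effect and no enzyme for full effect; nearly all actives have a fitted effect of over 35% in size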
ALOX12 inh = blocks human arachidonate 12S-lipoxygenase; purified 12hLO, xylenol orange hydroperoxide absorbance; P18054; Potency, µM (titrated, usually from 108 µM), inactives show at the top dose activity change, negative = inhibition, hits mostly inhibitors; AID 1671190; 580,000 tested, 1.1% active; further: potency means the concentration at half of the fitted maximal effect; on the % scale 0 is the no-effect control and ±100 the full control effect
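Hydroperoxide product was detected by ferrous iron/xylenol orange as the 573 to 405 nm absorbance ratio. Arachidonic acid at 40 uM (final) was turned over for 30 min at room temperature by 150 nM human 12hLO, pH 7.0 Hepes buffer, after 15 min compound preincubation.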
TRHR agonist = agonists of human TRH receptor; P34981; TRHR cells, calcium flux fluo-8, FDSS agonist mode; activation, % at 2 µM; 360,000 tested, 0.18% active; in the data active means activation above about 30%; further: 0% is about no effect
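Agonist-mode FDSS calcium read (Ex 480/Em 530, 1 s cycles) in 1536-well TRHR cells with fluo-8 dye, after 10-cycle baseline and 23 nL compound addition; TRH at EC20 (10 nM final) added afterwards for the enhancer phase.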
Apoferritin bind = binds horse apoferritin like a general anesthetic | P02791 | apoferritin/1-aminoanthracene competitive binding, fluorescence | Potency, µM (highest dose often 77.5 µM), inactives show top-dose activity change, negative = displacement, most hits filed as inhibitors | 350,000 tested, 0.074% active | AID 485281; further: potency means the concentration at half of the fitted maximal effect; on the % scale 0 is the no-effect control and ±100 the full control effect; nearly all actives have a fitted effect of over 20% in size
Target sequence (P02791 2-175 limits assumed): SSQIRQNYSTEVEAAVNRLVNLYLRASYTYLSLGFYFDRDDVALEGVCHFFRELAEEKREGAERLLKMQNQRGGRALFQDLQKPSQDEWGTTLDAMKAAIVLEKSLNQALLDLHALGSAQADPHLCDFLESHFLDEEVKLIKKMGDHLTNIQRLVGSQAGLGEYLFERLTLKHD
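Horse-spleen apoferritin (10 uM) in 50% saturated 1-aminoanthracene in PBS was incubated 10 min at room temperature with compound. Fluorescence (ex 380, em 535 nm) was normalized to free and bound 1-AMA, with concentration-response fitted by a four-parameter Hill equation.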
* marks the source's active call; other numbers are inactive results; ? = inconclusive; / = not tested or not shown; & = joins results of further samples; [ ] = dose if it differs, or a comment. Unless noted, the call rests on the fitted dose curve; in most records, active means well fitted curve in the direction sought with a large enough effect; inconclusive means small, poorly fitted or top-dose-only effect, or another doubt; inactive means no such curve, though single readings can be large; an effect the other way counts as inactive or inconclusive. Only part of the results is shown; rates above refer to the full screens.

SMILES	Pol iota inh	POLK inh	Pol beta inh	APE1 inh	ERG Ets-DNA blk	BLM inh	ALOX12 inh	TRHR agonist	Apoferritin bind
Cc1cccc2sc(N(CCCN(C)C)C(=O)CCS(=O)(=O)c3ccccc3)nc12	-17%	2%	0%	65%	8%	7%	?	1.1	-19%
CC(=O)c1ccc(NC(=O)CN2C(=O)CN(C)C(=O)c3ccccc32)cc1	29%	-5%[60.1 µM]	-18%	/	-7%	1%	-13%	-0.1	-11%
CN(C)S(=O)(=O)c1cccc(NC(=O)c2c[nH]c3ccccc23)c1	35%[activator]	-12%	6%	13%	4%	-12%	-16%	0.6	-14%
CCc1ccc(C(=O)c2cnc3ccc(OC)cc3c2N2CCN(CC)CC2)cc1	-5%	-34%	-15%	10%	5%	-1%	?	0.2	-9%
COc1cccc(CNC(=O)CCS(=O)(=O)c2ccc3c(c2)NC(=O)CO3)c1	69%[activator]	-1%	41%	-1%	2%	-19%	5%	-0.4	-8%
CCC1Sc2ccc(S(=O)(=O)CCC(=O)NCc3cccs3)cc2NC1=O (stereo not drawn)	4%	-11%	20%	51%[activator]	-13%	-3%	5%	0.1	-9%
Cc1ccc2[nH]c(C(=O)O)c(-c3ccccc3)c2c1	7%	-2%	5%	-5%	-3%	2%	0%	-0.2	-4%
Cc1ccnc(NC(=O)c2cccc(NC(=O)Cc3ccccc3)c2)c1	24%	-8%	49%	2%	-26%	-3%	14%	-1.5	-20%
Oc1cc2ccccc2nc1-c1ccccc1Cl	41%[activator]	4%	6%	-4%	4%	-3%	47%[activator]	-2.0	48%[activator]
CCN1C(=O)c2cccc3c(S(=O)(=O)Nc4nc(C)cs4)ccc1c23	-8%	-14%	13%	-2%	-2%	3%	/	0.0	-13%
Cc1cc(NC(=O)CCC(=O)N(CC(=O)NC2CCCC2)c2ccc(C(C)C)cc2)no1	128%[activator]	-20%	38%	7%	1%	-4%	6%	-1.4	0%
CCNCc1nc2cc(OC)c(OC)cc2c(=O)[nH]1	-6%	-10%	0%	?	1%	1%	-2%	-0.3	-11%
COc1ccc(Br)cc1CNC(=O)Cc1c(C(=O)O)[nH]c2ccc(Cl)cc12	14%	-11%	0%	-3%	-11%	-1%	?	-0.4	-9%
CN(C[C@H](Cc1ccccc1)N(C[C@H](Cc1ccccc1)N(CC1(c2ccccc2)CC1)N=O)N=O)N=O	-8%	-8%	3%	-6%	12%	-6%	12%	0.5	-7%
CCN(CC1CCCN(CCc2cccc(F)c2)C1)C(=O)c1cc2ccccc2o1 (stereo not drawn)	-1%	3%	2%	32%[activator]	-3%	1%	-28%	0.3	-31%
Cc1nc2ccccc2n1CC(=O)c1ccccc1	9%	-14%	2%	-12%	1%	2%	0%	0.1	-3%
CC(NC(=O)c1cc2cc([N+](=O)[O-])ccc2oc1=O)C1CCCO1 (stereo not drawn)	149%[activator]	-9%	-19%	2%	18%	-10%	-15%	-0.2	-9%
C/C(=N\NC(=O)c1cccc(N/N=C(\C)c2ccncc2)c1)c1ccncc1	9%	2%	9%	18%	0%	3%	?	-0.1	-8%
COc1cc(OC)c2c(-c3cccc(-c4ccc(C#N)cc4)c3)cc(=O)oc2c1	-20%	3%	/	-5%&-2%	20%	-3%[75.6 µM]	?	/	-16%[110 µM]
Cc1c(NC(=S)NC(C)(C)C)c(=O)n(-c2ccccc2)n1C	27%	1%	14%	3%	9%	0%	-3%	0.1	0%
Cc1nn(Cc2ccc(Cl)cc2)c(C)c1NC(=O)CCCn1nc([N+](=O)[O-])c(Cl)c1C	11%	-17%	89µM*	?	-1%	0%	-8%	0.1	-5%
COC(=O)c1ccccc1NC(=O)NCc1ccc2c(c1)OCO2	6%	-13%	16%	6%	1%	1%	-8%	-0.5	-18%
c1cc(CCCc2ccncc2)ccn1	0%	1%	/	16%	-1%	/	24%	1.3	/
CC(C)CN1CCN(Cc2cnc(-c3ccc(Cl)cc3)nc2)CC1CCO (stereo not drawn)	-21%	0%	13%	1%	-3%	1%	17%	0.1	-15%
CCOC(=O)N1CCN(C(=O)c2cc3cc(F)ccc3[nH]2)CC1	121%[activator]	4%	-27%	27%	-3%	-3%	11%	-0.2	-9%

Five entries from above, ordered by SMILES length, falling:
SMILES	Pol iota inh	POLK inh	Pol beta inh	APE1 inh	ERG Ets-DNA blk	BLM inh	ALOX12 inh	TRHR agonist	Apoferritin bind
COc1ccc(Br)cc1CNC(=O)Cc1c(C(=O)O)[nH]c2ccc(Cl)cc12	14%	-11%	0%	-3%	-11%	-1%	?	-0.4	-9%
C/C(=N\NC(=O)c1cccc(N/N=C(\C)c2ccncc2)c1)c1ccncc1	9%	2%	9%	18%	0%	3%	?	-0.1	-8%
CN(C)S(=O)(=O)c1cccc(NC(=O)c2c[nH]c3ccccc23)c1	35%[activator]	-12%	6%	13%	4%	-12%	-16%	0.6	-14%
Cc1ccnc(NC(=O)c2cccc(NC(=O)Cc3ccccc3)c2)c1	24%	-8%	49%	2%	-26%	-3%	14%	-1.5	-20%
Cc1ccc2[nH]c(C(=O)O)c(-c3ccccc3)c2c1	7%	-2%	5%	-5%	-3%	2%	0%	-0.2	-4%

Next part
SMILES	Pol iota inh	POLK inh	Pol beta inh	APE1 inh	ERG Ets-DNA blk	BLM inh	ALOX12 inh	TRHR agonist	Apoferritin bind
CC1Oc2ccccc2N(CC(=O)c2cccc(Cl)c2)C1=O (stereo not drawn)	21%	3%	4%	10%	-3%	-8%	-19%	0.0	?
CC(C)(CNC(=O)c1cc([N+](=O)[O-])ccc1N1CCC(Cc2ccccc2)CC1)N1CCOCC1	0%	7%	/	3%	-15%	/	199%[activator]	0.2	/
O=C(CSCc1ccc(Cl)cc1)N1CCCCC1	9%	-1%	-17%	6%	8%	-1%	-10%	-0.7	?
Cc1ccc(-n2ncc(C(=O)N3CCN(Cc4ccccc4)CC3)c2C2CCN(C(=O)OC(C)(C)C)CC2)c(C)c1	39%[activator]	-5%	-24%	/	1%	0%	-27%	0.8	?
O=C(c1cc(-c2ccc(Cl)cc2Cl)on1)N1CCCCCC1	?	-5%	-9%	55%[activator][12.4 µM]	3%	-5%	-7%	-0.2	?
COCc1cc(CN2CCCC(C(=O)c3cccc(C(F)(F)F)c3)C2)ccc1OC (stereo not drawn)	-24%	5%[60.1 µM]	0%	3%	-3%	-6%	-10%	-0.3	-23%
COC(=O)COc1ccc(NC(=O)C2CCCO2)cc1 (stereo not drawn)	-11%	3%	-7%	2%	2%	1%	8%	2.1	4%
NC(=O)c1nsc(C(=O)N(Cc2ccco2)C(C(=O)NCc2ccc(F)cc2)c2ccc(O)cc2)c1N (stereo not drawn)	17%	-4%	1%	28%[12.4 µM]	0%	-7%	-12%	-0.2	-14%
COc1cccc(NS(=O)(=O)c2ccc3[nH]cc(C(=O)N4CCCC4)c(=O)c3c2)c1	-5%	-16%	?	/	0%	2%	-12%	-0.7	14%
CC(C)(C)C(=O)C1=C(O)C(=O)N(Cc2ccccc2)C1c1ccccc1F (stereo not drawn)	118%[activator]	-2%	5%	10%	8%	1%	-7%	-0.1	-5%
CC1=C(C(=O)Nc2ccccn2)C(c2ccc(F)cc2)n2ncnc2N1 (stereo not drawn)	-9%	-4%[60.1 µM]	45%	-8%	/	1%	-4%[57.4 µM]	-0.9	-11%
CC1(C)C(C(=O)OCC(Cl)(Cl)Cl)N2C(=O)C(NC(=O)Cc3ccccc3)C2S1=O (stereo not drawn)	?	-18%	4%	4%	1%	-3%	?	-0.7	7%
CN(CC(=O)Nc1ccc(Cl)c(Cl)c1)C(=O)C12CC3CC(CC(C3)C1)C2	11%	-5%	-18%	-1%	1%	-7%	-9%	0.5	-15%
COCCCNC(=O)C1=CCN(S(=O)(=O)c2ccc(C)cc2)CC1	12%	7%	29%	25%	-3%	-1%	-17%	0.1	-6%
O=C(CSc1nnc(-c2ccccn2)n1Cc1ccccc1)N1CCCC1	20%	-8%	0%	14%	-5%	0%	0%	0.3	10%
CCc1cccc(NC(=O)CS(=O)Cc2nc(-c3ccc(C)cc3)oc2C)c1 (stereo not drawn)	11%	-10%	3%	-3%	-5%	-8%	21%	-0.4	?
COC(C(=O)Nc1ccc(S(=O)(=O)N2CCCCC2)cc1)c1ccccc1 (stereo not drawn)	5%	-10%	0%	1%	1%	-8%	-3%	0.3	?
Cn1c(=O)n(C)c2cc([N+](=O)[O-])c(N3CCN(C(=O)c4ccccc4Br)CC3)cc21	-10%	-11%	-7%	-1%	-11%	-6%	-10%	0.9	-23%
Cn1cccc1C(=O)OCC(=O)NNC(=O)c1ccc([N+](=O)[O-])cc1	52%[activator]	-4%	/	15%	5%	/	2%	/	/
O=C(O)C1C2CCC(C2)C1C(=O)NCCCn1ccnc1 (stereo not drawn)	10%	-7%	11%	16%	-9%	-3%	-25%	0.5	-16%

In another format: 2 of the compounds above
| SMILES | Pol iota inh | POLK inh | Pol beta inh | APE1 inh | ERG Ets-DNA blk | BLM inh | ALOX12 inh | TRHR agonist | Apoferritin bind |
| --- | --- | --- | --- | --- | --- | --- | --- | --- | --- |
| CC1=C(C(=O)Nc2ccccn2)C(c2ccc(F)cc2)n2ncnc2N1 (stereo not drawn) | -9% | -4%[60.1 µM] | 45% | -8% | / | 1% | -4%[57.4 µM] | -0.9 | -11% |
| CC1(C)C(C(=O)OCC(Cl)(Cl)Cl)N2C(=O)C(NC(=O)Cc3ccccc3)C2S1=O (stereo not drawn) | ? | -18% | 4% | 4% | 1% | -3% | ? | -0.7 | 7% |

Bioassay records as filed in PubChem BioAssay.
